# Bioassay records from PubChem.
# TexasRed fluor: Texas Red fluorescence interference in TRb-SRC2 counter-screen; hit rate 0.29% among 280,000; AID 1479; TRb/SRC2 Texas Red total fluorescence interference; Potency, µM (top dose mostly 106 µM), without a hit: at the highest dose fluorescence change, negative = quenching; active = well fitted curve in either direction with a large enough effect; inconclusive = small, poorly fitted or top-dose-only effect; note: % is set by controls: 0 for no effect and ±100 for the full control effect
#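 Flags fluorescent or light-absorbing compounds by total fluorescence, S + 2P, at 555 nm excitation and 632 nm emission. Mixture: 20 nM Texas Red SRC2 peptide, 0.6 uM human TRb LBD, 1 uM T3, 5% DMSO; compound exposure 5 h at ambient temperature.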
# ALDH1A1 block: blocks purified human ALDH1A1 activity; Purified ALDH1A1, NADH fluorescence, propionaldehyde substrate; Potency, µM (titrated, usually from 75.3 µM), inactives show at the highest dose activity, negative = inhibition, most hits filed as inhibitors; AID 1030; hit rate 7.3% among 220,000; active = well fitted inhibition curve with a large enough effect, not every such curve was filed as active; inconclusive = small, poorly fitted or top-dose-only effect, or another doubt; inactive = no such curve, though single readings can be large or run the other way;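 note: plate controls were no enzyme wells and a reference inhibitor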
# Target sequence (P00352 whole entry, looked up): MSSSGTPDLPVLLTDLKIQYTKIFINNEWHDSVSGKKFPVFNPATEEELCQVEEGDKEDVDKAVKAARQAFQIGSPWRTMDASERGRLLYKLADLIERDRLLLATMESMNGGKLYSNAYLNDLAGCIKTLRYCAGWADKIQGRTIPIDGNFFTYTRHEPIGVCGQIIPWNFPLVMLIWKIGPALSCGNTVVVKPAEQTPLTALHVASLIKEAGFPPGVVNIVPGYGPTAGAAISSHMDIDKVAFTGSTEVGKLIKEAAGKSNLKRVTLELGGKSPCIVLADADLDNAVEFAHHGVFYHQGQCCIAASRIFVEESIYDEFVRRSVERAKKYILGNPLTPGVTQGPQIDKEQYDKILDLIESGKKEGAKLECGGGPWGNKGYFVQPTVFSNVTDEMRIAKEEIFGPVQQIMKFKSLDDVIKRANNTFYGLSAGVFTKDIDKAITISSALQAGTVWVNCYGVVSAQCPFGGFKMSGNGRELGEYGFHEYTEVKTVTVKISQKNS
# RGS12 GoLoco inh: RGS12 GoLoco-Gai1 interaction inhibition. Potency, µM (titrated, usually from 61.6 µM), inactives show at the highest dose activity, negative = inhibition, actives largely listed as inhibitors. Gai1:RGS12 GoLoco peptide FP, rhodamine, 10 min. hit rate 0.44% among 230,000. P63096; active = well fitted inhibition curve with a large enough effect, not every such curve was filed as active; inactive = no such curve, though single readings can be large or run the other way; note: % is set by controls: 0 for no effect and ±100 for the full control effect; nearly all actives have a fitted effect of over 30% in size; many of its hits are not listed in these tables
# Target sequence (P63096 whole entry, looked up): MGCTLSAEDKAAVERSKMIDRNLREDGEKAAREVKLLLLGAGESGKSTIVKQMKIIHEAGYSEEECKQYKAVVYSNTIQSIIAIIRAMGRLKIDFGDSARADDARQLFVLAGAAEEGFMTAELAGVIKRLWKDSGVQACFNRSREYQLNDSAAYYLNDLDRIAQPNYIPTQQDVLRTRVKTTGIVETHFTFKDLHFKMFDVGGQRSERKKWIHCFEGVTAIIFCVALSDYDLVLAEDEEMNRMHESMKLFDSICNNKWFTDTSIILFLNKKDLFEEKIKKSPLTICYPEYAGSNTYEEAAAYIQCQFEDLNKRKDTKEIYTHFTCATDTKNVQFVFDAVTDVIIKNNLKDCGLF
# SMN2 splice enh: SMN2 splice variant enhancement; HEK293 SMN2-luciferase splicing reporter, luminescence, 30-36 h; Potency, µM (highest dose often 46.1 µM), for inactives: top-dose activity change, positive = activation, hits mostly activators; hit rate 2.8% among 210,000; AID 1458; note: % of control where 0% means no effect; nearly all actives have a fitted effect of over 55% in size
#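 qHTS luciferase splicing reporter: luminescence rises when SMN2 exon 7 is included in transfected HEK293 cells. Compound exposure lasted 30-36 h at 37C, with 4.5 mM final sodium butyrate as control, followed by a ONE-Glo read.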
# TRb SRC2 PPI: TRbeta-SRC2 interaction inhibition. TRbeta-SRC2 peptide binding, fluorescence polarization; receptor liganded with 1 µM T3. Potency, µM (doses to about 106 µM), for the others: at the highest dose activity change, negative = inhibition, hits mostly inhibitors. hit rate 0.065% among 280,000. AID 1469;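 note: plate controls were bound peptide for no effect and peptide without receptor for full effect; nearly all actives have a fitted effect of over 50% in size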
#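 Compounds were added to 0.6 uM TRb ligand-binding domain and 20 nM Texas Red-labeled SRC2 peptide in Tris buffer containing 1 uM T3, incubated 5 hr at ambient temperature, then read by fluorescence polarization.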
# RECQ1 inh: RECQ1 (human) helicase inhibition; hit rate 0.54% among 240,000; RECQ1 DNA unwinding, red fluorescence kinetic read; Potency, µM (titrated, usually from 57.3 µM), without a hit: at the top dose activity, negative = inhibition, most hits filed as inhibitors;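 note: plate controls were vehicle for no effect and no enzyme for full effect; nearly all actives have a fitted effect of over 30% in size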
#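 RECQ1T1 50 nM; forked duplex (20 bp + 30-nt ss tails) 200 nM, ATP 2 mM final; pH 8.0, 2 mM MgCl2, 2.5 ug/ml poly(dI-dC); 15 min compound preincubation; discontinuous kinetic read over 2 h at RT.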
# Lamin A splicing: LMNA splicing modulation. HeLa LMNA splicing GFP/RFP minigene ratio, 48 h. Potency, µM (highest dose often 46.1 µM), for inactives: at the top dose ratio change, negative = inhibition, usual class: inhibitors. hit rate 0.01% among 200,000. AID 1487; active = well fitted inhibition curve with a large enough effect in the signal ratio, with a control signal flat, not every such curve was filed as active; inconclusive = small, poorly fitted or top-dose-only effect, or effect the other way, or a change in a side signal; the % refers to the signal ratio; note: % is set by controls: 0 for no effect and ±100 for the full control effect
#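 S3 HeLa cells stably expressing lamin A-EGFP splicing minigene plus DsRed2, 600 cells/well, 48 h compound exposure at 37C. Laser-scanning cytometry; analysed as GFP (500-530 nm)/RFP (575-640 nm) total intensity ratio; 0.5% DMSO vehicle.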
# JMJD2E inh: JMJD2E (human) inhibition; B2RXH2; JMJD2E catalytic domain, FDH-coupled NADH fluorescence (FDH is formaldehyde dehydrogenase); Potency, µM (top dose mostly 57.1 µM), for inactives: at the top dose activity change, negative = inhibition, hits mostly inhibitors; hit rate 1.6% among 230,000; AID 2147; active = well fitted inhibition curve with a large enough effect, not every such curve was filed as active; inconclusive = small, poorly fitted or top-dose-only effect, or another doubt; inactive = no such curve, though single readings can be large or run the other way;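 note: 0% = wells with enzyme and -100% = buffer wells without enzyme; nearly all actives have a fitted effect of over 50% in size; many of its hits are not listed in these tables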
# * hit, by the source's call; i = inactive; ? = inconclusive; · = no result given; & = joins results of further samples; [ ] = dose if it differs, or a comment. Unless noted, calls come from the whole dose curve; as a rule, active = well fitted curve in the direction sought with a large enough effect; inconclusive = small, poorly fitted or top-dose-only effect, or another doubt; inactive = no such curve, though single readings can be large; an effect the other way counts as inactive or inconclusive. Potency is the fitted concentration of half-maximal effect.
# Start of the listing, in advance (3 entries):
molecule,TexasRed fluor,ALDH1A1 block,RGS12 GoLoco inh,SMN2 splice enh,TRb SRC2 PPI,RECQ1 inh,Lamin A splicing,JMJD2E inh
S=C1NC2=C(CCC/C2=C\c2ccccc2)C(c2ccccc2)N1 (stereo not given),-1.5%,0.631µM*,12.2%,-28.6%,5.5%,-8.4%,?,-11.5%
Cc1nnc(SCC(=O)Nc2sc3c(c2C#N)CCCC3)[nH]c1=O,-2.9%,?,13.0%,-6.3%,-6.7%,-8.7%,9.8%,5.8%
Clc1ccc(Cn2cc(/C=N/n3cnnc3)c3ccccc32)cc1,0.8%,?,3.3%,-3.9%,13.2%,i,-11.9%,-5.5%

# Results (from the top)
molecule,TexasRed fluor,ALDH1A1 block,RGS12 GoLoco inh,SMN2 splice enh,TRb SRC2 PPI,RECQ1 inh,Lamin A splicing,JMJD2E inh
S=C1NC2=C(CCC/C2=C\c2ccccc2)C(c2ccccc2)N1 (stereo not given),-1.5%,0.631µM*,12.2%,-28.6%,5.5%,-8.4%,?,-11.5%
Cc1nnc(SCC(=O)Nc2sc3c(c2C#N)CCCC3)[nH]c1=O,-2.9%,?,13.0%,-6.3%,-6.7%,-8.7%,9.8%,5.8%
Clc1ccc(Cn2cc(/C=N/n3cnnc3)c3ccccc32)cc1,0.8%,?,3.3%,-3.9%,13.2%,i,-11.9%,-5.5%
CC(NC(=S)Nc1ccc(OC(F)F)cc1)c1ccc(F)cc1 (stereo not given),-1.3%,-6.1%,6.1%,-29.9%,-2.6%,i,·,0.2%
O=C(NCc1ccccc1)c1ccc(Br)cc1Br,0.2%,5.3%,-10.0%,9.3%,-6.5%,1.6%,-3.6%,0.4%
COc1ncc2ncc(=O)n(C3CC3)c2n1,·,?,-2.9%,·,·,9.5%,3.4%,·
CC1=CC(C)(C)N2C(=O)C3(SCC(=O)N3c3ccc(F)cc3)c3cc(C)cc1c32 (stereo not given),-2.4%,-10.2%,-10.5%,·,-6.0%,-15.0%,?,6.9%
CN(CC(=O)Nc1ccccc1F)S(=O)(=O)c1ccc2c(c1)n(C)c(=O)c(=O)n2C,-2.9%,·,5.5%,·,13.7%,-14.3%,·,?
CC(=O)N1CCc2cc(N=NC3=C(O)CCCC3=O)ccc21,-3.3%,-3.1%,79.4%[activator],171.2%,0.0%,-9.9%,-5.7%[9.22 µM],-11.9%
O=C(COC(=O)c1ccc(Cl)nc1)c1ccc2c(c1)OCCO2,-1.9%,-4.3%,-7.3%,-2.8%,-1.4%,i,-7.2%[46 µM],-5.2%
COc1cc(C2CC(=O)Oc3c(C(CCN4CCN(c5ccccc5)CC4)c4ccc(N(C)C)cc4)c(OC)cc(OC)c32)cc(OC)c1OC (stereo not given),-1.8%&-1.1%,·,9.3%,·,-4.2%&-7.2%,-2.2%,·,3.6%
Cc1cc(=O)n(CC(C)O)c(O)c1C#N (stereo not given),1.0%,?,-3.1%,6.5%,-22.6%,-6.3%,4.6%,6.7%
CCOC(=O)/C(C#N)=C/c1c(Oc2cccc(C)c2)nc2c(C)cccn2c1=O,-4.2%,1.6%,-1.9%,-17.4%,-0.2%,-17.4%,3.0%,-3.4%
COc1ccc(C(=O)c2coc3c2C(=O)C(=O)c2ccccc2-3)cc1,-2.7%,·,0.3%,·,-3.4%,2.1%,·,?
CCCOc1ccc(C(=O)NCCC(=O)NCCCC(=O)O)cc1,0.2%,·,-0.2%,·,-4.6%,-3.4%,·,0.7%
COCc1nc(-c2ccc(-c3ccccc3)nc2OC)no1,-8.3%,-8.7%,-9.4%,22.4µM*,-3.9%,-7.6%,-4.8%,0.1%
COc1ccc(/C=C/C(=O)c2ccc[nH]2)c(OC)c1OC,-5.0%,9.3%,8.5%,?,6.3%,-6.4%,?,-8.0%
COc1ccc(C2/C(=C(/O)c3ccc(C)cc3)C(=O)C(=O)N2CC2CCCO2)cc1OC (stereo not given),-1.6%,-1.2%,6.3%,-2.0%,-1.4%,-4.7%,16.5%[46 µM],-0.3%
Cc1ccc2c(c1)NC(=O)C(CC(=O)NCCCN1CCCC1=O)O2 (stereo not given),-1.5%,?,-5.2%,-13.8%,3.1%,-3.9%,-3.3%,5.4%
C=CCn1c(C)cc(C(=O)COC(=O)C2CC(=O)N(Cc3ccccc3)C2)c1C (stereo not given),-0.8%,3.1%,6.8%,12.0%,-5.4%,-11.6%,-15.2%,4.9%
O=C(CCn1nnc2ccccc2c1=O)N[C@@H](Cc1ccccc1)C(=O)O,3.0%,1.7%,6.2%,-4.7%,-1.3%,-4.9%,0.1%,3.7%
Cc1cc(C)cc(C(=O)NC(CC(N)=O)c2ccc(NC3CCCCC3)c([N+](=O)[O-])c2)c1 (stereo not given),0.4%,·,1.7%,·,-1.8%,i,·,5.6%
c1ccc(C2=Nn3c(nnc3-c3ccncc3)SC2)cc1,1.2%,14.5%,4.6%,-5.0%,-9.0%,-3.7%,?,1.4%
COc1ccccc1/C=N/NC(=O)c1csc(C)c1C,-3.0%,0.6%,-8.8%,22.8%,-1.2%,10.9%,?,-2.2%
COc1ccc(N2C(=O)CC(N3CCCC4CCCCC43)C2=O)cc1 (stereo not given),5.3%,8.91µM*,-10.2%,16.0%,0.6%,-1.9%,-4.1%,4.1%
COc1cccc(-c2nc(CS(=O)(=O)CC(=O)NCCCN3CCc4ccccc4C3)c(C)o2)c1,1.3%,2.0%,7.3%,-23.4%,1.7%,-9.9%,7.7%,-8.0%
Cc1cc(C)c2c(NC(=S)NC(=O)c3ccccc3)nn(C)c2n1,-3.9%,-1.9%,5.8%,-10.5%,-0.2%,6.3%,?,9.4%
O=C(Nc1ncccc1Cl)c1ccc2c(c1)OCCO2,-3.9%,-13.3%,14.5%,10µM*,-9.1%,-0.6%,·,2.6%
CC1CN(C(=O)Nc2ccccc2)c2ccccc2-[n+]2ccsc21 (stereo not given),-1.6%,-4.1%,-0.1%,-3.6%,2.2%,-0.6%,9.1%,-12.7%
Cc1ccnc(SCCn2c(N3CCN(Cc4ccccc4)CC3)nc3c2c(=O)[nH]c(=O)n3C)n1,-1.4%,-4.7%,14.7%,1.6%,5.4%,-3.2%,3.5%,3.6%

# Other compounds
molecule,TexasRed fluor,ALDH1A1 block,RGS12 GoLoco inh,SMN2 splice enh,TRb SRC2 PPI,RECQ1 inh,Lamin A splicing,JMJD2E inh
C[C@@H](C(=O)NCc1nc2ccccc2[nH]1)[C@@H]1C[C@@]1(C)[C@@H](NC(=O)OCc1ccccc1)c1ccccc1,-1.2%,?,-2.8%,-23.5%,7.7%,-10.3%,·,-1.1%
CCN(CC)c1ccc(C(=O)OCC(=O)NCC2CCCO2)cc1 (stereo not given),-1.1%,-2.6%,5.8%,-3.9%,-1.4%,-14.2%,2.0%,-2.8%
COC(=O)/C=C1\N/C(=N\c2nc(C)cc(C)n2)N(c2ccc(C)cc2)C1=O,-1.1%,-11.4%,4.5%,-25.2%,-6.3%,-10.9%,?,-7.6%
COc1ccc(-c2cc(=O)oc3cc(OC(C)C(=O)O)ccc23)cc1 (stereo not given),-2.6%,?,16.6%,5.4%,1.1%,?,5.1%,?
O=C(c1ccco1)N1CCN(c2cc(C(F)(F)F)nc3ncnn23)CC1,0.9%,4.0%,·,·,2.3%,-4.9%,3.2%,5.3%
CCCc1nnc(NC(=O)CCCC(=O)O)s1,-4.4%,1.4%,3.3%,-3.5%,4.2%,-3.8%,-0.2%,-3.0%
O=C(O)C(O)Cc1c[nH]c2ccccc12 (stereo not given),-6.5%,-7.5%,4.5%,-38.7%[inhibitor],-0.4%,0.6%,5.5%,-5.5%
CC1CCc2c(sc(NC(=O)CN3CCN(C(=O)c4ccco4)CC3)c2C#N)C1 (stereo not given),-2.4%,?,5.8%,-26.6%,0.8%,i,?,-3.1%
Cc1ccc(C)c(S(=O)(=O)NC(C)C(=O)Nc2ccc(-c3nc4ccccc4s3)cc2)c1 (stereo not given),1.7%,?,21.0%,5.3%,-1.6%,-3.2%,1.0%,?
CC1C[N+](=C2C=C(N3CCOCC3)CC(C)(C)C2)CC(C)O1 (stereo not given),-1.8%,·,25.1µM*,·,3.6%,i,·,25.1µM*
O=C(/C=C/c1ccc(OCc2ccccc2)cc1)c1cccs1,-0.6%,-4.3%,3.8%,·,3.2%,-8.3%,·,?
CS(=O)(=O)N1CCN(c2ccccc2NC(=O)c2ccc3ccccc3c2)CC1,-5.4%,?,6.3%,-1.9%,-7.9%,-3.4%,-1.1%,?
O=C(NCc1ccccn1)C1CCN(Cc2cnn(-c3ccccc3)c2-n2cccc2)CC1,-2.2%,25.1µM*,-0.3%,11.4%,-12.6%,-0.9%,-3.3%,-3.8%
C=CCNC(=O)c1cc(-c2ccccc2O)on1,-0.8%,-25.4%,-15.7%,·,14.4%,-3.4%,-21.4%,-2.0%
Cc1cccc(N(CC(N)=O)S(C)(=O)=O)c1C,0.1%,13.9%,0.8%,-6.9%,-0.4%,i,3.4%,9.4%
c1cc(CNc2ccc3c(c2)OCCO3)ccn1,-1.0%,-14.1%,6.4%,11.0%,1.0%,5.0%,7.3%,-3.2%

# Compounds shown so far containing two or more sulfur atoms (two):
molecule,TexasRed fluor,ALDH1A1 block,RGS12 GoLoco inh,SMN2 splice enh,TRb SRC2 PPI,RECQ1 inh,Lamin A splicing,JMJD2E inh
Cc1nnc(SCC(=O)Nc2sc3c(c2C#N)CCCC3)[nH]c1=O,-2.9%,?,13.0%,-6.3%,-6.7%,-8.7%,9.8%,5.8%
Cc1ccc(C)c(S(=O)(=O)NC(C)C(=O)Nc2ccc(-c3nc4ccccc4s3)cc2)c1 (stereo not given),1.7%,?,21.0%,5.3%,-1.6%,-3.2%,1.0%,?

# These rows are one share of the data; the hit share may differ from the screen's.
